Bcl-B Bim block = disrupts Bim peptide binding to human Bcl-B. bead-based flow cytometry. actives 0.073% (n = 190,000). inhibition, % at 10 µM;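 also: 0% = tracer peptide without compound and 100% = reference inhibitor peptide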
Target sequence (Q9HD36 whole entry, looked up): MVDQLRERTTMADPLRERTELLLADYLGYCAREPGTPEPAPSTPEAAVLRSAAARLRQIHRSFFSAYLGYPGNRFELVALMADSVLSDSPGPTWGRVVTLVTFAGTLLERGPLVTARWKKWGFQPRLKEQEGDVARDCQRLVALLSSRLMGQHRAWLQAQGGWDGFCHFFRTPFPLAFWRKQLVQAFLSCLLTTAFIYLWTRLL
Bim-Bcl-W = disrupts Bim peptide binding to human Bcl-W | Q92843 | bead-based flow cytometry | inhibition, % at 10 µM | actives 0.02% (n = 190,000) | AID 952;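 also: 0% = bound tracer without compound and 100% = peptide blocker; higher means less fluorescent Bim peptide bound to Bcl-W beads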
Mcl1-Noxa inh = Mcl-1/Noxa interaction inhibition; AID 1022; inhibition, % at 21.7 µM; TR-FRET Mcl-1/Noxa peptide binding, 2 h; actives 1.5% (n = 220,000); Q07820;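 active = compounds that cut the protein-peptide binding signal by more than 50% relative to plate controls in a single-dose test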;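 also: His-tagged Mcl-1 with rhodamine Noxa BH3 peptide and terbium anti-His antibody; 0% = Mcl-1 plus Noxa peptide wells and 100% = peptide-only wells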
Target sequence (Q07820 whole entry, looked up): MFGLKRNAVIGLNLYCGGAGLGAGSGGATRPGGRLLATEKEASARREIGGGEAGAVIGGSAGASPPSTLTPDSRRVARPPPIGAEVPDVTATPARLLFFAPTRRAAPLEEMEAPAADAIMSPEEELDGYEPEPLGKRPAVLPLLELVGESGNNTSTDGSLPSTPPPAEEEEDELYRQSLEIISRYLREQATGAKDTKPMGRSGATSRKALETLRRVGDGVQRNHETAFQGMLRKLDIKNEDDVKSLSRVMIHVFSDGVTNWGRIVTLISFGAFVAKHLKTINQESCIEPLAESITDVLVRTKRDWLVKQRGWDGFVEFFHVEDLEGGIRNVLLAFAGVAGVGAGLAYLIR
Mcl1-Bid inh = disrupts binding of human Mcl-1 to Bid peptide; Q07820; TR-FRET Mcl-1/Bid-Dy647 peptide binding, 1536-well; inhibition, % at 21.7 µM; actives 0.97% (n = 220,000); AID 1021;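 active = compounds that cut the binding signal by more than half at the single screening dose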;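 also: His-tagged Mcl-1 with europium anti-His antibody binding Bid BH3 peptide; 0% = Mcl-1 plus peptide wells and 100% = peptide-only wells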
Bim-Mcl-1 = human Bim-Mcl-1 interaction inhibition. actives 0.1% (n = 190,000). Bead-based flow cytometry, Bim peptide-Mcl-1 binding. Q07820. inhibition, % at 10 µM. AID 1009;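 also: 0% = no compound tracer wells and 100% = peptide blocker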
RGS8-Gao reg = regulators of human RGS8-Galphao interaction | P09471 | multiplexed bead flow cytometry, RGS8-Galphao binding; actives lie on both sides | response (percent of control binding), % at 10 µM | actives 0.34% (n = 220,000); in the data active = response below about 60% or above about 140%; inactive = in between;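 also: Galphao activated as the GDP aluminium fluoride complex binding bead-coupled RGS8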
Target sequence (P09471 whole entry, looked up): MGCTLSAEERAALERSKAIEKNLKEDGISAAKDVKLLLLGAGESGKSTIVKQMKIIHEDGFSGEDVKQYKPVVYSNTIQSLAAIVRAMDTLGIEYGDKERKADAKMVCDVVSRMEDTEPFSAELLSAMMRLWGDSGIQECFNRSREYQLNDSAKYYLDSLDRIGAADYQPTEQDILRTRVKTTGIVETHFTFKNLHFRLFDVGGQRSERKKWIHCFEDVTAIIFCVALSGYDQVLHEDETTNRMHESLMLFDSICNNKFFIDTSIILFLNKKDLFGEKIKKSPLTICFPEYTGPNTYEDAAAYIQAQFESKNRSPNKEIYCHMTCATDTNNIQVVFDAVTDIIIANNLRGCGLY
RGS4-Gao reg = human RGS4-Galphao interaction regulation. P09471. actives 0.33% (n = 220,000). Multiplexed bead flow cytometry, RGS4-Galphao binding; actives lie on both sides. binding response (% of control), % at 10 µM; in the data active = binding response below about 49% or above about 150%; inactive = in between;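 also: fluorescent Galphao activated with aluminum fluoride binding bead-coupled RGS4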
RGS7-Gao = human RGS7-Galphao interaction regulation; binding response (% of control), % at 10 µM; AID 1439; actives 0.35% (n = 220,000); Multiplexed bead flow cytometry, RGS7-Galphao binding; actives lie on both sides; P09471; in the data active = binding response below about 49% or above about 150%; inconclusive = no clear call, values can overlap the other calls; inactive = in between;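 also: fluorescent Galphao held in activated GDP-AlF4 state binding bead-coupled RGS7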
Bcl-2 Bim block = human Bim-Bcl-2 interaction inhibition; P10415; Bead-based flow cytometry, Bim peptide-Bcl-2 binding; inhibition, % at 10 µM; actives 0.06% (n = 190,000); in the data active = inhibition above about 40%; inconclusive = no clear call, values can overlap the other calls;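 also: 0% = no compound wells with probe peptide and 100% = reference peptide inhibitor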
Bim-Bfl-1 = inhibitors of Bim-Bfl-1 interaction, human | Q16548 | Bead-based flow cytometry, Bim-Bfl-1 binding inhibition | inhibition, % at 10 µM | actives 0.12% (n = 190,000) | AID 1008;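 also: 0% = wells without compound plus tracer and 100% = blocker peptide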
Bim-Bcl-XL = human Bim-Bcl-XL interaction inhibition | Q07817 | Bim peptide-Bcl-XL binding, bead flow cytometry, fluorescence | inhibition, % at 10 µM | actives 0.04% (n = 190,000)
Active calls of the source: *; ? = inconclusive; / = not tested or not shown. Rule as the data show it, unless noted: active = inhibition above about 40%.

A first look:
Mcl1-Noxa inh,Bim-Bfl-1,RGS7-Gao,RGS4-Gao reg,RGS8-Gao reg,Bcl-2 Bim block,Bim-Bcl-XL,Bcl-B Bim block,Bim-Mcl-1,Mcl1-Bid inh,Bim-Bcl-W,molecule
5,0,102,102,99,0,-1,2,0,-30,1,Cc1ccc(/C=N/NC(=O)C2CCN(Cc3ccc(F)cc3Cl)CC2)o1
11,-12,99,102,101,-8,-2,-7,-1,0,-1,COc1cccc(-c2nnc3sc(-c4ccccn4)nn23)c1
8,0,99,99,100,1,0,0,0,-11,0,Cc1nc2oc3c(NCc4ccccn4)ncnc3c2c2c1COC(C)(C)C2
27,-15,111,110,114,-16,-7,-10,-5,5,-5,O=S(=O)(NCc1ccc2c(c1)OCO2)c1cccc(S(=O)(=O)N2CCOCC2)c1
10,-7,96,99,101,-5,-3,-7,0,13,-2,CC1(C)CC(=O)C([N+](=O)[O-])=C(NCCCO)C1

The list itself, previewed entries included:
Mcl1-Noxa inh,Bim-Bfl-1,RGS7-Gao,RGS4-Gao reg,RGS8-Gao reg,Bcl-2 Bim block,Bim-Bcl-XL,Bcl-B Bim block,Bim-Mcl-1,Mcl1-Bid inh,Bim-Bcl-W,molecule
5,0,102,102,99,0,-1,2,0,-30,1,Cc1ccc(/C=N/NC(=O)C2CCN(Cc3ccc(F)cc3Cl)CC2)o1
11,-12,99,102,101,-8,-2,-7,-1,0,-1,COc1cccc(-c2nnc3sc(-c4ccccn4)nn23)c1
8,0,99,99,100,1,0,0,0,-11,0,Cc1nc2oc3c(NCc4ccccn4)ncnc3c2c2c1COC(C)(C)C2
27,-15,111,110,114,-16,-7,-10,-5,5,-5,O=S(=O)(NCc1ccc2c(c1)OCO2)c1cccc(S(=O)(=O)N2CCOCC2)c1
10,-7,96,99,101,-5,-3,-7,0,13,-2,CC1(C)CC(=O)C([N+](=O)[O-])=C(NCCCO)C1
19,0,122,113,107,0,1,-1,2,-53,6,NC(=O)c1c(NC(=O)c2ccncc2)sc2c1CCCC2
8,3,94,95,99,-1,-1,0,-5,-1,-3,O=C(Nc1cccnc1)Nc1cc(Cl)cc(Cl)c1
-1,-1,108,111,106,-1,-2,0,0,-21,-1,CC(C)c1cc(C(=O)NCc2cccnc2)no1
-19,-1,111,112,111,0,-3,-3,-2,3,-4,Nc1nc(CSc2nnnn2-c2ccc(Cl)cc2)nc(N2CCOCC2)n1
10,-8,105,104,112,-5,-4,-6,-7,-4,-1,COC(=O)C(C(=O)Nc1ccc(OC)cc1)C1CCCCCC1 (configuration not stated)
25,-4,111,107,133,-5,-5,-1,-7,-31,-4,Cn1cnc([N+](=O)[O-])c1Sc1ncccc1N
6,-4,98,98,100,-2,-3,-5,-2,-52,-3,CC1=CC(C)C2C(=O)N(CCCN(C)C)C(=O)C2C1 (configuration not stated)
0,-11,99,100,99,-3,-4,-9,1,1,-2,O=C(CSc1nnc(-c2ccncc2)n1C1CCCCC1)Nc1ccccc1
6,/,?,93,92,/,/,/,/,-12,/,O=C1NC[C@@H](Cc2cccc3ccccc23)N(CC2(c3ccccc3)CC2)C1=O
-5,-11,102,102,98,-7,-3,-9,-2,-24,-2,Cc1cc2ccccc2n1CCNC(=O)Cc1ccccc1
24,-13,100,101,105,-12,-5,-11,0,-17,1,Cc1occc1C(=O)Nc1c(F)c(F)c(F)c(F)c1F
35,1,98,96,86,-5,-2,-4,-1,-4,-1,O=C(Nc1cccc(Cl)c1)Nc1ccc(Br)cc1F
-9,-1,105,103,100,0,-4,-4,-2,2,-3,Nc1nnc(-c2cn(-c3ccccc3)nc2-c2ccccc2)o1
15,-11,98,100,99,-7,-4,-6,0,-20,0,CC(C)CCNC(=O)C1CCN(c2nnc(-n3cccc3)s2)CC1
-2,-3,99,99,99,0,-3,0,0,-60,0,COc1cc(C2CC(=O)Oc3c2c(=O)n(C)c2ccccc32)ccc1O (configuration not stated)
-53,-8,93,94,95,-1,-1,-4,-1,-28,-2,CCOC(=O)N1CCN(C(=O)COc2cccc3c2CCN(CC)C3=O)CC1
38,-3,102,102,102,-8,-2,-3,1,-5,0,C1=C(CCNc2ncnc3c2[nH]c2ccccc23)CCCC1
12,-4,97,97,99,-5,-6,-8,-4,-26,-3,COc1ccc(C)cc1N(C(=O)c1cccc(F)c1)c1nc2ccccc2s1
12,-27,100,102,100,-15,-17,-16,-14,-37,-6,CC(C)SC1=NC(C)(C)C=C(/C=C/c2c(Cl)cccc2Cl)N1
12,-9,101,102,103,-2,-4,-3,-2,-29,-2,COc1ccc(/C=N/Nc2nonc2N)c(OC)c1
-5,-3,100,100,101,0,0,0,0,-10,3,CSc1nc(=O)n2cc(C)ccc2n1
14,-1,96,105,103,-3,-1,0,0,-5,1,COc1ccc(C(C)=O)cc1COC(=O)C(CO)NS(=O)(=O)c1ccc(Br)cc1 (configuration not stated)
12,-6,97,93,98,-1,-4,0,-2,-7,-2,CCOC(=O)c1ccc(NC(=O)CSc2n[nH]c(-c3ccncc3)n2)cc1
10,-2,105,104,100,0,-4,-4,-2,-14,0,C/C(CC(C)C)=N\Nc1ccc(S(N)(=O)=O)cc1[N+](=O)[O-]
-5,-2,101,99,102,-3,-1,0,-2,-27,-2,CCOc1cc(C(=O)NCC2CCCO2)cc(OCC)c1OCC (configuration not stated)
13,-1,100,102,110,-1,0,-4,-1,-19,0,CCn1cc(CNCc2ccc(OCC(O)CN(C)Cc3ccccc3)cc2)cn1 (configuration not stated)
7,0,109,105,103,2,0,-1,-1,-45,-1,COc1cccc(C2C(C#N)=C(C)NC3=C2C(=O)CC(C)(C)C3)c1 (configuration not stated)
-10,-2,99,100,101,-3,-6,-3,-1,3,-1,Clc1ccc(Cc2ccc(SCc3ccccc3)nn2)c(Cl)c1
8,4,?,102,100,-7,-3,-19,0,-10,0,CN(C)c1ccc(/C=N/n2cnn(Cc3ccccc3Cl)c2=S)cc1
13,-1,99,99,102,0,-6,-9,-4,-25,-3,Nc1ccc(C(=O)Nc2ccco2)cc1
22,-1,102,101,102,0,-1,0,-2,-49,0,CCc1ccc(NC(=O)CN2CCc3ccccc3C2)cc1
8,-5,102,104,100,-7,-3,-3,-3,12,0,Cc1cc(SCC(=O)Nc2cccc(S(N)(=O)=O)c2)c(C)cc1Br
30,5,?,92,94,1,0,0,-3,-17,1,CCCCC(=O)Nc1nc2c(OC)cc([N+](=O)[O-])cc2s1
2,-7,96,102,102,-5,5,-4,1,-25,0,O=C(CCn1nc(-c2ccc(Cl)cc2)ccc1=O)NCc1cccnc1
1,-5,99,102,103,-2,-1,-4,0,-15,-2,Cc1ccc(NC(=O)CCn2c(=O)[nH]c3ccsc3c2=O)cc1
4,-15,99,104,101,-8,-10,-9,-3,-22,0,Cc1ccccc1OCC1Cc2c(nc(N)c(C#N)c2N)O1 (configuration not stated)
6,4,104,112,109,0,1,0,2,-11,3,Cc1cc(C)cc(NC(=O)CN2CCN(CCN=CC3=C(O)CC(C)(C)CC3=O)CC2)c1
-15,-8,96,95,98,-7,-4,-8,0,-31,-2,O=C(N1CCN(c2ccccn2)CC1)N1c2ccccc2Sc2ccccc21
17,-2,100,100,101,-1,1,0,-1,-8,-2,CCOC(=O)C1C(=O)NC(N2CCN(Cc3ccccc3)CC2)=NC1c1ccco1 (configuration not stated)
10,-10,104,99,100,-10,-1,-9,-1,-17,0,O=C(C1CC1)N1CCc2cc(S(=O)(=O)N(CCO)Cc3ccccc3)ccc21
-5,1,100,102,97,0,-4,-3,2,-5,0,CCOC(=O)c1c(C)c(C)n(Cc2cccc(OC)c2OC)c1C
6,/,?,98,100,/,/,/,/,-31,/,CCN(CC)CCCNc1oc(/C=C/c2ccccc2)nc1C#N
3,-2,100,100,101,-1,0,-1,3,-26,4,Nc1nc(Cl)cc(N2CCCC2)n1
11,0,97,99,101,0,-5,-2,-2,4,-1,CCS(=O)(=O)N1CCN(C(=O)c2cccs2)CC1
18,-12,89,94,95,-8,-6,-5,0,-3,1,CCOC(=O)CN(C(=O)CSc1nnc(C)n1-c1ccccc1)c1ccccc1
-22,-1,109,111,109,-1,-2,-3,-2,-9,-1,Cc1ccc2c(c1)sc1nc(=O)n(-c3cccc(Cl)c3)c(=O)n12
2,-5,101,103,104,-1,0,-3,-2,-10,0,Cn1c(=O)c2c(nc(CN3CCCCC3)n2Cc2c(F)cccc2Cl)n(C)c1=O
9,-3,101,100,101,-1,-4,-3,-2,-3,0,CCCCN(CCCC)CCCNC(=O)c1ccc2nc(-c3ccccc3NC(C)=O)c(=O)[nH]c2c1
20,0,99,106,100,-2,-2,-2,1,-6,-1,CCC(C)N(C(=O)CSc1ccc(NC(C)=O)cc1)C1CCS(=O)(=O)C1 (configuration not stated)
25,-10,101,104,100,-7,-5,-6,0,17,3,O=C(O)c1ccc2c(c1)C(=O)N(C(Cc1ccccc1)C(=O)O)C2=O (configuration not stated)
-32,/,?,89,96,/,/,/,/,-20,/,Cc1ccc(CSc2nnc(-c3ccncc3)n2N)cc1
11,/,?,100,100,/,/,/,/,1,/,N/C(=N\O)c1cccc(CS(=O)(=O)c2ccccn2)c1
7,18,125,96,82,-3,0,-20,-3,74*,5,CCOc1cc(C(=S)N2CCOCC2)ccc1O
/,-17,95,98,98,-16,-15,-9,-6,-2,0,O=C(CCC(=O)c1ccc(Br)cc1)Nc1cccc(C(F)(F)F)c1
6,/,?,110,103,/,/,/,/,-16,/,CCN(CC)CCn1c(=O)n(-c2ccc(Cl)cc2)c(=O)c2c3c(sc21)CN(C)CC3

(more compounds)
Mcl1-Noxa inh,Bim-Bfl-1,RGS7-Gao,RGS4-Gao reg,RGS8-Gao reg,Bcl-2 Bim block,Bim-Bcl-XL,Bcl-B Bim block,Bim-Mcl-1,Mcl1-Bid inh,Bim-Bcl-W,molecule
8,-5,104,103,103,0,0,-1,1,-4,2,O=C(O)CCCN=CC1=C(O)CNC1=O
18,-3,104,107,105,1,-3,-2,-4,-29,-6,O=C(C1CCCCC1)N(CCN1CCCC1)c1nc2ccccc2s1
12,2,92,96,96,10,0,6,-1,-4,-1,Nc1c(S(=O)(=O)c2ccccc2)c2nc3ccccc3nc2n1/N=C/c1cccc(O)c1
3,0,101,101,118,-2,0,-2,0,11,-1,O=C(c1ccccc1F)N1CCN(CC2CC3C=CC2C3)CC1 (configuration not stated)
-11,-7,105,101,102,-9,0,-8,-1,-20,1,COc1cccc(N2C(=O)N(c3ccccc3Cl)C3CS(=O)(=O)CC32)c1 (configuration not stated)
2,-5,105,105,101,-1,0,3,-3,3,-2,O=C(NC1(C(F)(F)F)C(=O)Nc2c1c(=O)[nH]c(=O)n2Cc1ccccc1)c1ccco1 (configuration not stated)
-96,/,?,96,93,/,/,/,/,-102,/,S=C(N/N=C/c1cccs1)NC1CC2CCC1C2 (configuration not stated)
16,-5,95,101,99,-4,-3,-5,1,9,-1,CC(c1ccccc1)N1CC(C(=O)O)CC1=O (configuration not stated)
-8,-7,102,95,98,-5,2,-5,0,12,0,O=C(Oc1ccccc1N1C(=O)C2CCCCC2C1=O)c1ccc(Cl)cc1 (configuration not stated)
19,18,99,93,95,0,-9,-30,-11,-36,-4,Cn1ncc(Cl)c1C(=O)Nc1nc2ccc(Cl)cc2s1

From PubChem

Rows are unselected. Share with any hit: about 2.7%.
